JMJD2A Tudor inh – qHTS Assay for Inhibitors of JMJD2A-Tudor Domain; 390,000 tested, 4.4% active; AlphaScreen JMJD2A-Tudor / H3K4me3 peptide binding; Lysine-specific demethylase 4A (Homo sapiens), O75164; Potency, µM (top dose mostly 114 µM), for the others: at the highest dose activity change, negative = inhibition, most hits filed as inhibitors; note: % is set by controls: 0 for no effect and ±100 for the full control effect; nearly all actives have a fitted effect of over 50% in size
BAZ2B inh – qHTS Assay for Inhibitors of BAZ2B; Bromodomain adjacent to zinc finger domain protein 2B (Homo sapiens), Q9UIF8; AlphaScreen BAZ2B-H3K14Ac peptide displacement; Potency, µM (highest dose often 114 µM), for the others: at the highest dose activity change, negative = inhibition, usual class: inhibitors; 360,000 tested, 4.4% active; note: % is set by controls: 0 for no effect and ±100 for the full control effect; nearly all actives have a fitted effect of over 60% in size
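Inhibition is scored as reduced AlphaScreen emission. The BAZ2B/b-H3(5-23)K14Ac complex (50 nM each) in PBS pH 7.4, 0.01% Tween-20 meets compound (up to 110 uM) for 30 min at RT before bead addition.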
HP1b binding inh – HTS for Inhibitors of HP1-beta Chromodomain Interactions with Methylated Histone Tails | Chromobox protein homolog 1 (Homo sapiens), P83916 | AlphaScreen HP1-beta / biotin-H3K9me3 peptide binding | Potency, µM (highest dose often 114 µM), without a hit: at the top dose activity change, negative = inhibition, most hits filed as inhibitors | 390,000 tested, 0.56% active | AID 540317, 2011; note: nearly all actives have a fitted effect of over 70% in size; inactives centre near 23
Target sequence (P83916 whole entry, looked up): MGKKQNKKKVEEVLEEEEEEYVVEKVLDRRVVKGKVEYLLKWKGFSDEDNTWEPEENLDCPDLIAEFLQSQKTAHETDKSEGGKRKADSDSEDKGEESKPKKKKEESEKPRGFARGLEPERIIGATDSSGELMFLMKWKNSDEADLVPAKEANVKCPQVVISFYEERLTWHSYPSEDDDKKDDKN
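Compound inhibition of the preformed complex between 50 nM HP1-beta and 50 nM biotinylated H3K9me3 peptide was read by AlphaScreen. Buffer was PBS pH 7.4 with 0.01% Tween-20. Incubations ran 30 min at room temperature, with 10 ug/mL donor/acceptor beads.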
G9a block – qHTS Assay for Inhibitors of Histone Lysine Methyltransferase G9a | Histone-lysine N-methyltransferase EHMT2 (Homo sapiens), Q96KQ7 | G9a H3K9 monomethylation, AlphaScreen, 2 h | Potency, µM (titrated, usually from 102 µM), for inactives: at the top dose activity, negative = inhibition, usual class: inhibitors | 350,000 tested, 8.8% active; note: % is set by controls: 0 for no effect and ±100 for the full control effect; nearly all actives have a fitted effect of over 75% in size
Target sequence (Q96KQ7 913-1193 limits assumed): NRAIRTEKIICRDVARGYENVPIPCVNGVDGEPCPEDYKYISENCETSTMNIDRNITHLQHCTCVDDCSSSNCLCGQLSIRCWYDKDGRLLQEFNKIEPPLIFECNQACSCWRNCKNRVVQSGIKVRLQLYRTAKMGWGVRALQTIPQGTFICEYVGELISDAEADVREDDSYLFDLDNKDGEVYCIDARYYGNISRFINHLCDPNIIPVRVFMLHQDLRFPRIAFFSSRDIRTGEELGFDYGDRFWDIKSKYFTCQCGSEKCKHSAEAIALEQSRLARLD
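G9a (20 nM) preincubated 15 min RT with compounds, then 500 nM biotinylated H3K9 peptide and 20 uM SAM added; 2 h RT reaction. Monomethyl-H3K9 product detected by AlphaScreen with anti-H3K9me1 antibody, streptavidin donor and anti-rabbit IgG acceptor beads.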
GLS inhibitor – qHTS for Inhibitors of Glutaminase (GLS) | Glutaminase kidney isoform, mitochondrial (Homo sapiens), O94925 | Potency, µM (doses to about 45.5 µM), without a hit: at the highest dose activity change, negative = inhibition, most hits filed as inhibitors | AID 624170, 2012 | GLS enzymatic activity, qHTS titration | 410,000 tested, 0.21% active; note: % is set by controls: 0 for no effect and ±100 for the full control effect
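Assay buffer: 45 mM KH2PO4 pH 8.2, 0.02% Tween-20. hKGA acts on L-glutamine (1 mM solution added); product glutamate is reported by an oxidase/peroxidase Amplex Red coupling, with fluorescence taken at baseline and 30 min.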
Pin1 inhibitor – qHTS Assay to Find Inhibitors of Pin1 | Pin1 FP peptide displacement, HiFluor488, 10 min | Potency, µM (top dose mostly 115 µM), for inactives: top-dose activity, negative = inhibition, most hits filed as inhibitors | 390,000 tested, 0.009% active | AID 504891, 2011; active = well fitted inhibition curve with a large enough effect in the polarisation, with a control signal flat, not every such curve was filed as active; inconclusive = small, poorly fitted or top-dose-only effect, or effect the other way, or a change in a side signal; inactive = no such curve, though single readings can be large or run the other way; the % refers to the polarisation; note: % is set by controls: 0 for no effect and ±100 for the full control effect
Target sequence (Q13526 whole entry, looked up): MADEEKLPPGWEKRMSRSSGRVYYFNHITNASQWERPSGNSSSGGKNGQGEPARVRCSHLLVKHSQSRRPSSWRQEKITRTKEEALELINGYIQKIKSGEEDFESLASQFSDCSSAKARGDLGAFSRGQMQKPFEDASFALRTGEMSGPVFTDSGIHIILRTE
PGK inhibitor – qHTS Assay to Find Inhibitors of Phosphoglycerate Kinase; 380,000 tested, 0.043% active; Potency, µM (highest dose often 57.5 µM), for the others: top-dose activity change, negative = inhibition, most hits filed as inhibitors; AID 602233, 2012; PGK/GAPDH coupled, Kinase-Glo luminescence, 60 min; Phosphoglycerate kinase, glycosomal (Trypanosoma brucei brucei), P07378; note: % is set by controls: 0 for no effect and ±100 for the full control effect; nearly all actives have a fitted effect of over 60% in size
Target sequence (P07378 whole entry, looked up): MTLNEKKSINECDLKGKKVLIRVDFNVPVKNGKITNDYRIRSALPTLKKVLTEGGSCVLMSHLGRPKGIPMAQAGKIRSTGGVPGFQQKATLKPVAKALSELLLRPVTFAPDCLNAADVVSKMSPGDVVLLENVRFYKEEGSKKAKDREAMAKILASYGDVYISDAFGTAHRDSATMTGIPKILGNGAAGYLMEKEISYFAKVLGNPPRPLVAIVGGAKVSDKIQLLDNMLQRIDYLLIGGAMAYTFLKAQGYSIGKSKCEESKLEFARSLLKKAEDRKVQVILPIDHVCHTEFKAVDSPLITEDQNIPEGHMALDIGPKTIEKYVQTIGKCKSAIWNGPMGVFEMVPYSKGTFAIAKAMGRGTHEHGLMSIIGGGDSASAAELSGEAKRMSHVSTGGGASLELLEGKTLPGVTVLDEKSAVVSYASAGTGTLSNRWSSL
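Recombinant glycosomal PGK reaction used 1,3-bisphosphoglycerate generated in-well by GAPDH (100nM final) in 100mM TEA pH 7.6, 5mM MgCl2, 0.01% Tween-20. After 60 minutes at room temperature, ATP was read by Kinase-Glo Plus luminescence end-point.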
POLI inh – qHTS for Inhibitors of Polymerase Iota. DNA polymerase iota (Homo sapiens), Q9UNA4. Pol iota fluorescent replication assay, 10 min. Potency, µM (series often up to 115 µM), for the others: at the highest dose activity, negative = inhibition, actives largely listed as inhibitors. 390,000 tested, 1% active. AID 588590, 2011
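Fluorescent replication assay read twice, at 0 min and 10 min after adding 50 nM (final) substrate. Enzyme (10 nM) and compounds were first incubated 15 min at room temperature; enzyme-free buffer wells were negative controls.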
BLM helicase inh – qHTS Assay for Inhibitors of Bloom's syndrome helicase (BLM); Potency, µM (series often up to 56.1 µM), for the others: at the highest dose activity change, negative = inhibition, actives largely listed as inhibitors; 350,000 tested, 0.2% active; RecQ-like DNA helicase BLM (Homo sapiens), P54132; recombinant BLM DNA unwinding, fluorescence dequenching;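 note: plate controls were vehicle for no effect and no enzyme for full effect; nearly all actives have a fitted effect of over 35% in size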
* marks the source's active call; other numbers are inactive results; i = inactive; ? = inconclusive; . = no result given; & = joins results of further samples; [ ] = another dose, or the depositor's remark. Unless noted, calls come from the whole dose curve; as a rule, active = well fitted curve in the direction sought with a large enough effect; inconclusive = small, poorly fitted or top-dose-only effect, or another doubt; inactive = no such curve, though single readings can be large; an effect the other way counts as inactive or inconclusive. Potency is the fitted concentration of half-maximal effect.

BLM helicase inh	GLS inhibitor	BAZ2B inh	Pin1 inhibitor	POLI inh	G9a block	PGK inhibitor	HP1b binding inh	JMJD2A Tudor inh	SMILES
-1%	15%	-6%	?	8%	80%[activator][59 µM]	0%	68%[activator]	-18%	CSc1nnc(C)c(/C=C/Nc2ccc(Cl)cc2)n1
-1%	0%	-2%	-1%	8%	-7%	6%	11%	-8%	CN(C)S(=O)(=O)c1ccc(NC(=O)CN2CCN(C(c3ccccc3)c3ccccc3)CC2)cc1
-16%	2%	?	?	-14%	?	4%	?	25µM*	Cc1ccc(Nc2c(-c3c[nH]c4ccccc34)nc3cc(C)ccn23)cc1
.	-1%	-10%	7%	-19%	-12%[0.501 µM]	-7%	63%[activator]	-19%	CCOc1ccc(C(=O)O[C@H]2[C@H](Cc3ccccc3)NS(=O)(=O)[C@H]3C[C@@H]4C=C[C@]23O4)cc1
.	0%	3%	-5%	28%	9%[12.7 µM]	-5%	37%	-13%	COc1ccc(CCNC(=O)c2ccc(NS(=O)(=O)c3ccc4[nH]c(=O)[nH]c4c3)cc2)cc1
2%&3%&-9%	-4%&-6%	2%	0%	9%	-7%[59 µM]	-2%	35%	-1%	Nc1ncnc2c1ncn2[C@@H]1O[C@H](CO)[C@@H](O)[C@H]1O
-3%	-12%	-10%	2%	-6%	-21%	-2%	11%	-6%	O=S(=O)(c1ccc(S(=O)(=O)N2CCCC2)cc1)N1CCCCC1
-4%	0%	-20%	-3%	5.6µM*	?	1%	-9%	-7%	COCCCNC(=S)Nc1cccc2ncccc12
1%	-1%	?	-5%	20%	.	-9%	39%[activator]	-25%	COc1ccccc1C(=O)NC(C(=O)NCCc1nc2ccccc2[nH]1)=C(C)C
-5%	-2%	?	1%	62%[activator]	?	0%	-15%	-23%	Cc1cc(/C=C2/NC(=O)N(Cc3ccccc3F)C2=O)c(C)n1C(C)C
-4%	8%	?	0%	-16%	40µM*	0%	-8%	-13%	COC(=O)c1c(NC(=O)Cc2ccccc2)sc2c1C(C(=O)OC)CC2 (configuration not stated)
-1%	1%	-27%	1%	-16%	-122%	-4%	-13%	?	COc1ccc(C)cc1NC(=O)c1cc(S(=O)(=O)N2CCCC2)cn1C

(further entries)
BLM helicase inh	GLS inhibitor	BAZ2B inh	Pin1 inhibitor	POLI inh	G9a block	PGK inhibitor	HP1b binding inh	JMJD2A Tudor inh	SMILES
1%	8%	-2%	7%	16%	-3%[59 µM]	i	52%[activator]	-2%	COc1ccc(CCNC(=O)C(=O)NCC(c2ccco2)S(=O)(=O)c2cccs2)cc1 (configuration not stated)
-8%	7%	-2%	-6%	2%	-8%[59 µM]	-7%	8%	-12%	Cc1cc(F)ccc1NS(=O)(=O)c1ccc(-n2cccn2)cc1
-1%	-12%	-5%	7%	25%	32µM*	2%	32%	-15%	O=C(CCN1CCN(C(=O)c2ccccc2)CC1)c1ccc(Br)cc1
-6%	8%	17%	?	?	189%[activator][59 µM]	-5%	103%	24%	O=C1C(Cl)=C(N2CCN(Cc3ccccc3)CC2)C(=O)N1Cc1ccccc1
-4%	4%	5%	2%	7%	19%[59 µM]	i	19%	-6%	O=C(Nc1nc(-c2ccc3c(c2)Cc2ccccc2-3)cs1)c1ccccc1
-2%	5%	?	-1%	10%	-4%[12.7 µM]	.	29%	0%	CCN1C(=O)NC(c2cccnc2)C(C(=O)OC)=C1C (configuration not stated)
7%	-6%	-23%	-4%	-22%	-17%[2.33 µM]	-5%	13%	-9%	COCCCNc1nc(N)c([N+](=O)[O-])c(N2CCCCCC2)n1
-12%	1%	33%[activator]	3%	5%	-27%[59 µM]	4%	25%	4%	COc1ccc(CCNC(=O)C2CCCN(c3nn4c(=O)cc(C)nc4s3)C2)cc1OC (configuration not stated)
7%	-10%	12%	11%	5%	-5%[59 µM]	-1%	25%	-3%	COc1cc(C)c(Br)cc1S(=O)(=O)N1CCOCC1
-4%	6%	17%	-1%	13%	-9%[59 µM]	3%	19%	-6%	COc1ccc(OC)c(C(=O)COC(=O)c2c(OC)cccc2OC)c1
-2%	33%[activator]	-22%	-10%	1%	-33%	4%	16%	-15%	COc1cccc(C=NCCCN=Cc2cccc(OC)c2O)c1O
.	5%	3%	?	1%	-7%	-1%	3%	-10%	COc1ccc(NC(=O)CN(C)CC(=O)NCCc2ccc(F)cc2)cc1

Arranged by value in HP1b binding inh (high to low): four from the list above
BLM helicase inh	GLS inhibitor	BAZ2B inh	Pin1 inhibitor	POLI inh	G9a block	PGK inhibitor	HP1b binding inh	JMJD2A Tudor inh	SMILES
-1%	-12%	-5%	7%	25%	32µM*	2%	32%	-15%	O=C(CCN1CCN(C(=O)c2ccccc2)CC1)c1ccc(Br)cc1
-12%	1%	33%[activator]	3%	5%	-27%[59 µM]	4%	25%	4%	COc1ccc(CCNC(=O)C2CCCN(c3nn4c(=O)cc(C)nc4s3)C2)cc1OC (configuration not stated)
7%	-6%	-23%	-4%	-22%	-17%[2.33 µM]	-5%	13%	-9%	COCCCNc1nc(N)c([N+](=O)[O-])c(N2CCCCCC2)n1
.	5%	3%	?	1%	-7%	-1%	3%	-10%	COc1ccc(NC(=O)CN(C)CC(=O)NCCc2ccc(F)cc2)cc1

The list continues.
BLM helicase inh	GLS inhibitor	BAZ2B inh	Pin1 inhibitor	POLI inh	G9a block	PGK inhibitor	HP1b binding inh	JMJD2A Tudor inh	SMILES
.	-11%	-23%	-4%	16%	-6%	i	30%	-11%	CCN(CC(=O)Nc1c(F)cccc1F)C(=O)CNC(=O)c1ccc(Br)o1
-3%	4%	-4%	13%	-22%	45µM*	0%	50%[activator]	-9%	N#Cc1ccsc1NC(=O)CCS(=O)(=O)c1ccccc1
-1%	1%	5%	-2%	138%[activator]	8%	-1%	28%	-17%	CCOc1ccccc1NC(=O)Cn1c(=O)sc2ccccc21
-7%	-8%	-30%	?	1%	7%	2%	7%	-25%	O=C(COC(=O)CC1CC2CCC1C2)Nc1cc([N+](=O)[O-])ccc1F (configuration not stated)
5%	21%	-6%	1%	20%	?	4%	26%	-4%	COc1ccc(C)cc1NC(=O)C(=O)NNC(=O)c1ccco1
-3%	2%	50µM*	-2%	37%[activator]	-11%	-9%	40%[activator]	-24%	COc1cc(NC(=O)[C@H](C)NC(=O)N2CCn3c2nc2ccccc23)cc(OC)c1
-2%	3%	?	12%	?	40µM*	6%	56µM*	?	CCOC(=O)c1c(CSc2ccccc2)n(C)c2cc(Br)c(OCC(O)CNC(CO)(CO)CO)cc12 (configuration not stated)
-1%	7%	50µM*	-2%	0%	3.5µM*	-12%	?	?	Cc1sc2nc(CN3CCOCC3)nc(N3CCOCC3)c2c1C
-3%	-5%	0%	8%	135%[activator]	25%	-18%	24%	1%	Cc1ccccc1CSc1nnnn1-c1ccc(C(N)=O)cc1
2%	-32%	-23%	-2%	13%	14%[2.33 µM]	-22%	33%	-2%	CN(C)C(=S)NC1(C)CCS(=O)(=O)C1 (configuration not stated)
-6%	-2%	?	-7%	-15%	-38%	-3%	23%	-19%	OCCNc1cc(-n2nc(-c3ccccc3)cc2-c2ccccc2)ncn1
.	8%	.	-1%	69%[activator]	.	-4%	16%	-7%	O=C(CCCOC(=O)c1ccc(O)cc1)c1ccccc1

(cont.)
BLM helicase inh	GLS inhibitor	BAZ2B inh	Pin1 inhibitor	POLI inh	G9a block	PGK inhibitor	HP1b binding inh	JMJD2A Tudor inh	SMILES
1%	6%	-16%	-1%	-11%	?	3%	-14%	-6%	Cc1ccc(NC(=O)C2CCCN2C(=O)c2cccs2)c(C)c1 (configuration not stated)
-6%	4%	-11%	1%	9%	-3%	-1%	7%	-15%	C=CCNc1nc(N)c([N+](=O)[O-])c(NCc2ccccc2)n1
-11%	6%	-24%	1%	-16%	-10%[59 µM]	-5%	7%	-17%	Cc1cc(OCc2cn3cccnc3n2)ccc1Cl
-1%	1%	6%	3%	13%	-6%[59 µM]	.	24%	-16%	CCn1c(SCC(=O)Nc2cc(NC(C)=O)ccc2OC)nnc1-c1cccnc1
-3%	15%	?	0%	-5%	-71%[59 µM]	-12%	9%	-15%	CCc1ccc(Oc2c(C(F)(F)F)oc3c(CN4CCN(CC)CC4)c(O)ccc3c2=O)cc1
-9%	7%	15%	7%	8%	35%[activator][59 µM]	-7%	53%[activator]	19%	O=C(c1cn(CCOc2ccc(Cl)cc2)c2ccccc12)C1CCCCC1
-2%	-7%	-3%	-1%	20%	.	-4%	41%[activator]	-15%	Cc1cc(C)n(CC2CC(=O)N(c3ccccc3)C2=O)n1 (configuration not stated)
2%	-10%	0%	-9%	-23%	12%[59 µM]	3%	18%	-4%	O=C(CCCc1ccccc1)NC1CC(=O)N(c2ccc(F)cc2)C1 (configuration not stated)
2%	5%	19%[57.1 µM]	12%	17%	-5%[59 µM]	i	31%	-21%	CCSC1=NC2(CCN(C(=O)NC3CCCCC3)CC2)N=C1c1ccc(OC)cc1
3%	-2%	-17%	3%	84%[activator]	-4%	4%	26%	-11%	NC(=O)NC(=O)COC(=O)CC12CC3CC(CC(C3)C1)C2
-3%	2%	-3%	5%	4%	20%[12.7 µM]	.	25%	6%	Cc1ccc(OCC(=O)Nc2ccc(F)cc2)cc1

High-throughput results: PubChem, National Center for Advancing Translational Sciences (NCATS)

An excerpt; rates above refer to the full screens.
